# LYPLA2 counter: LYPLA2 inhibitors, primary screen, counter-screen for PME1 inhibitor project, biochemical, fluorescence polarization, FP-Rh probe ABPP | Acyl-protein thioesterase 2 (Homo sapiens), O95372 | recombinant LYPLA2 | inhibition, % at 5.9 µM | 0.38% of 320,000 active;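 active means inhibition above the screen-wide mean plus 3 SD, limit set per campaign, cut at about 26% in these data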;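 further: 0% = LYPLA2 with DMSO and 100% = wells lacking LYPLA2 enzyme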
# LYPLA1 counter: LYPLA1 inhibitors, primary screen, counter-screen for PME1 inhibitor project, biochemical, fluorescence polarization, FP-Rh probe ABPP; 0.16% of 320,000 active; inhibition, % at 5.9 µM; recombinant LYPLA1;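 active means inhibition above the mean of all tested compounds plus 3 SD, set per campaign, cut at about 14% in these data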;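 further: inhibitors block serine hydrolase probe labeling of LYPLA1 so polarization falls; 0% = enzyme with DMSO and 100% = wells lacking LYPLA1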
# Target sequence (O75608 whole entry, looked up): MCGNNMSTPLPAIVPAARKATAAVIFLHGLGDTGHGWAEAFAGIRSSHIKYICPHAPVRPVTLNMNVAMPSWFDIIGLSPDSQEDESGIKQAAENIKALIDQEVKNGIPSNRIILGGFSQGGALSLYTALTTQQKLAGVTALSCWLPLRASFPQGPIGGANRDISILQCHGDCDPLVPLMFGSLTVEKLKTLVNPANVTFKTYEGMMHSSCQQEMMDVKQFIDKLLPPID
# pPAFAH FP inh: pPAFAH enzyme inhibitors, primary screen, biochemical, fluorescence polarization, human; Platelet-activating factor acetylhydrolase (Homo sapiens), Q13093; recombinant pPAFAH, FP-rhodamine probe fluorescence polarization; inhibition, % at 3.39 µM; 1.5% of 330,000 active;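 active means inhibition above the mean inhibition across the screen plus 3 SD, cut at about 25% in these data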;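 further: inhibitors block binding of the rhodamine activity-based probe so polarization drops; 0% = enzyme with DMSO and 100% = wells lacking pPAFAH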
# Target sequence (Q13093 whole entry, looked up): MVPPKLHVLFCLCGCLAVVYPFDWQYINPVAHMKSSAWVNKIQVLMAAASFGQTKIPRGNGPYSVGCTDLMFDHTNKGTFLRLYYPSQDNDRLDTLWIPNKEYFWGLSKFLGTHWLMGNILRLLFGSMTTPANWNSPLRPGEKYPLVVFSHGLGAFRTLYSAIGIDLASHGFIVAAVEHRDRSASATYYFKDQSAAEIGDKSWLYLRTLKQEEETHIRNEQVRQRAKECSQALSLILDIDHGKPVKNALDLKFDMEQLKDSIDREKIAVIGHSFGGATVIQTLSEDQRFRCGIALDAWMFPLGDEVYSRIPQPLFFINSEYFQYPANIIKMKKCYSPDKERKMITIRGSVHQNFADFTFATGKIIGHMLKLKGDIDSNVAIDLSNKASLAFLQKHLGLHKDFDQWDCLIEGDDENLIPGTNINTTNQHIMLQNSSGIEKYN
# GSTO1 inh: inhibitors of recombinant GSTO1, primary screen, counter-screen for RBBP9 inhibitor project, biochemical, fluorescence polarization; Glutathione S-transferase omega-1 (Homo sapiens), P78417; activity-based probe fluorescence polarization; inhibition, % at 5.96 µM; 1.1% of 300,000 active;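 active means inhibition above the campaign mean inhibition plus 3 SD, cut at about 35% in these data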;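 further: 0% = GSTO1-1 with DMSO and 100% = wells lacking GSTO1-1 enzyme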
# Target sequence (P78417 whole entry, looked up): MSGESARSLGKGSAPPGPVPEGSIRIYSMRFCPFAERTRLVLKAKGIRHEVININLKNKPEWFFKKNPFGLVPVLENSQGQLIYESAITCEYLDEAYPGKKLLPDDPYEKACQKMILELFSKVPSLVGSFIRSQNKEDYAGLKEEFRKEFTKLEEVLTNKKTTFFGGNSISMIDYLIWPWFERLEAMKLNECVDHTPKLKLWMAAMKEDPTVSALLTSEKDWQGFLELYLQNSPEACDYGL
# PAFAH2 FP inh: PAFAH2 enzyme inhibitors, primary screen, biochemical, fluorescence polarization, human; Platelet-activating factor acetylhydrolase 2, cytoplasmic (Homo sapiens), Q99487; recombinant PAFAH2, FP-rhodamine activity probe; inhibition, % at 3.39 µM; 0.99% of 340,000 active;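 active means inhibition above the mean over all tested compounds plus 3 SD, cut at about 30% in these data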;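 further: inhibitors block probe labeling of enzyme so polarization drops; 0% = enzyme with DMSO and 100% = wells lacking PAFAH2 protein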
# PME-1 primary: PME-1 inhibitors via competitive probe labeling, primary screen, biochemical, fluorescence polarization, FP-Rh probe, HTS; Protein phosphatase methylesterase 1 (Homo sapiens), Q9Y570; recombinant PME-1; inhibition, % at 5.9 µM; 0.53% of 320,000 active;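 active means inhibition above the campaign mean of all compounds plus 3 SD, cut at about 26% in these data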;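 further: competitive labeling of PME-1 active site by serine hydrolase directed probe; 0% = PME-1 with DMSO and 100% = wells lacking PME-1 enzyme; inhibitors block probe labeling so polarization falls and inhibition rises; many of its hits are not listed in these tables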
# PAFAH1B3 FP inh: PAFAH1B3 enzyme inhibitors, primary screen, biochemical, fluorescence polarization, human | inhibition, % at 3.39 µM | Platelet-activating factor acetylhydrolase IB subunit alpha1 (Homo sapiens), Q15102 | AID 492972, 2010 | recombinant PAFAH1B3, FP-rhodamine probe | 0.28% of 340,000 active;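 active means inhibition above the screen-wide average of all tested compounds plus 3 SD, cut at about 25% in these data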;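 further: 0% = enzyme with DMSO only and 100% = wells lacking PAFAH1B3 protein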
# PAFAH1B2 FP inh: PAFAH1B2 enzyme inhibitors, primary screen, biochemical, fluorescence polarization, human; 1.2% of 340,000 active; Platelet-activating factor acetylhydrolase IB subunit alpha2 (Homo sapiens), P68402; recombinant PAFAH1B2, FP-rhodamine activity probe; inhibition, % at 3.39 µM;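 active means inhibition above the mean of all tested compounds plus 3 SD, cut at about 24% in these data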;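 further: 0% = enzyme with DMSO and 100% = wells lacking PAFAH1B2; many of its hits are not listed in these tables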
# PAD4 inh: human PAD4 inhibitors, primary screen, biochemical, fluorescence polarization, 1536-well format; Protein-arginine deiminase type-4 (Homo sapiens), Q9UM07; recombinant PAD4, RCA probe fluorescence polarization; inhibition, % at 6.36 µM; 0.41% of 330,000 active; AID 485272, 2010;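 active means percent inhibition above a cutoff equal to the mean of all tested compounds plus 3 SD, cut at about 15% in these data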;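 further: 0% = PAD4 with RCA probe and DMSO and 100% = probe without PAD4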
# * hit, by the source's call; . = no result given.
SMILES,LYPLA2 counter,LYPLA1 counter,pPAFAH FP inh,GSTO1 inh,PAFAH2 FP inh,PME-1 primary,PAFAH1B3 FP inh,PAFAH1B2 FP inh,PAD4 inh
COc1ccc(N(C(=O)c2ccco2)C(C(=O)NC2CCCC2)c2cccs2)cc1OC (stereo not given),1,-5,3,3,-8,-7,0,10,3
CC(=O)c1ccc(Nc2nc(C)cc(C)n2)cc1,2,-1,1,4,-1,-4,13,5,1
CCCc1nc2ccccc2c(=O)n1N,8,-4,5,6,-6,2,-5,3,0
CCOc1ccc(NC(=O)C2CCN(C(=O)NCc3ccccc3)CC2)cc1,-2,-2,2,7,-3,3,0,3,0
O=C(c1ccc(N2CCN(C(=O)c3ccccc3Br)CC2)cc1)c1cccc(F)c1,0,-1,8,1,-2,1,6,2,-2
COc1ccccc1OCC(=O)NC1CCSc2ccccc21 (stereo not given),4,0,4,.,0,5,-2,0,-3
Cc1[nH]c2ccccc2c1C(=O)CN1C(=O)NC2(CC(C)CC(C)(C)C2)C1=O (stereo not given),7,-2,6,-11,7,1,6,11,-2
O=C(NCCc1c[nH]c2ccccc12)C(F)(F)C(F)F,2,-2,-1,5,2,-8,2,3,-1
CC(C)(C)c1[nH]nc2c1C(c1ccncc1)C(C#N)=C(N)O2 (stereo not given),-1,4,3,-3,5,1,4,4,-2
CCOC(=O)N1CCN(C(=O)CSc2nnc(Cc3ccccc3)o2)CC1,2,3,2,4,-2,-4,8,7,6
CCC(C)(C)C1CCc2c(sc(NC(=O)c3ccoc3C)c2C(N)=O)C1 (stereo not given),-2,-1,4,3,14,-1,2,1,-2
CCCCC(=O)NNC(=O)N1c2ccccc2Sc2ccccc21,-1,-3,7,0,1,1,5,1,-1
COC(=O)c1ccc(-c2noc(CN(Cc3ccncc3)CC3CCCO3)n2)cc1 (stereo not given),-1,-2,4,-4,0,-5,-6,0,-5
C=CCOc1ccc(/C(O)=C2\C(=O)C(=O)N(CCN(C)C)C2c2cccs2)cc1 (stereo not given),0,0,2,-1,-4,6,4,0,-2
COC(=O)N1c2ccccc2CCc2ccccc21,1,-1,-4,4,2,-2,10,4,0
NC(=O)c1ccc(N2CCC(C(N)=O)CC2)c([N+](=O)[O-])c1,7,0,4,7,-4,0,3,0,-1
O=C(CSc1cccc(C(F)(F)F)c1)Nc1nnc(C2CC2)s1,.,.,2,.,1,.,12,-6,-1
COc1cc2c(cc1OC)-c1nncn1C(C)(C)C2,-1,0,3,-4,-14,6,-1,7,3
O=C(CSC(=S)N1CCCC1)N/N=C/c1c(O)[nH]c(=S)[nH]c1=O,.,.,4,.,-7,.,-4,1,2
O=C1C=C(c2cc3ccccc3o2)C[C@@H](c2ccc(F)cc2)C1,4,8,1,.,-10,-1,18,0,3
COC(=O)c1sc(NC(=O)CSc2nnnn2-c2cccc(OC)c2)nc1C,-17,-6,-4,-3,-2,-16,3,-2,1
COc1ccc(CC(C(=O)Nc2cc(C)ccc2C)/C(N)=N/O)cc1 (stereo not given),-1,0,-5,-6,-2,-1,-3,-2,-5
Cc1c(C(=O)N2CCN(c3ccc(C(F)(F)F)cn3)CC2)oc2ccccc12,0,1,-3,-4,3,3,5,4,1
CCOC(=O)C[C@H]1c2ccccc2S(=O)(=O)N1Cc1cccc(C(F)(F)F)c1,-5,-1,4,-3,-3,2,5,10,-1
O=C(NC1CSCC1OC(=O)c1ccccc1)c1ccccc1 (stereo not given),2,0,18,6,3,-1,2,4,1
Cc1ccc(C)c(CN2CCN(c3ncccn3)CC2)c1,1,-2,4,-1,4,1,9,6,-2
CC1CCCc2sc3nc(N4CCN(CCO)CC4)n4ncnc4c3c21 (stereo not given),-3,8,3,10,5,2,3,7,0
CCCCCCCN1C=CC(=O)CC1,-7,-1,-2,3,-1,-5,-1,4,-8
O=C(Nc1ccccc1F)c1ccc(Cn2cc(Cl)cn2)cc1,2,-1,3,-4,-8,-7,5,-3,2
CCOc1cc(NC(=S)NCCCN(C)C)c(OCC)cc1NC(=O)c1cccs1,3,-4,2,3,3,12,1,3,0
COc1ccc(S(=O)(=O)N2CCC(NC(=O)C(Cc3cccc(OC)c3OC)NC(C)=O)CC2)cc1 (stereo not given),6,-1,6,3,.,-2,.,.,-2
CN1CCN(S(=O)(=O)c2ccc(C#N)cc2)C(c2ccccc2)C1 (stereo not given),-1,0,-4,.,0,-1,2,4,-5
COc1cccc(OCCCCSc2ncccn2)c1,13,2,-3,-4,-1,-2,1,-1,-1
CCN1C(=O)[C@H]2[C@H]3CN=C(SCc4ccc(C#N)cc4)N3[C@@](C)(C(=O)OC)[C@H]2C1=O,.,.,2,.,0,.,12,11,-3
O=C(CSc1nnc(NC(=O)c2ccco2)s1)Nc1ccccc1F,1,-3,4,5,1,2,1,0,0
COc1cc(NS(=O)(=O)c2c(C)[nH]c(C)c2C(=O)N2CCCCC2)cc(OC)c1OC,-7,-6,-2,2,6,1,3,-3,4
CC(=O)N1CCOc2ccc(S(=O)(=O)Nc3ccc(Cl)cn3)cc21,1,-1,-1,0,10,4,0,3,-3
COc1cc(C(=O)NCC(=O)NCC(c2ccco2)N2CCCCC2)cc(OC)c1OC (stereo not given),-3,4,-5,.,-4,1,2,0,-4
Cc1cccc(C(=O)OCC(=O)N(CC(C)C)c2c(N)n(Cc3ccccc3)c(=O)[nH]c2=O)c1O,4,3,-4,-6,0,2,3,-3,2
O=C(C1CCC1)N1CCc2cc(S(=O)(=O)N3CCN(c4ccccn4)CC3)ccc21,-7,7,-5,3,3,6,2,3,0
COc1ccc(N2CC(C(=O)Nc3cc(C(F)(F)F)ccc3N3CCCC3)CC2=O)c(OC)c1 (stereo not given),3,-1,9,17,6,5,8,-1,3
CCc1ccc(-c2cc3c(=O)n(CC(=O)NCCCN4CCC(Cc5ccccc5)CC4)nc(C)n3n2)cc1,-2,0,-1,1,0,0,3,2,3
CCc1nnc(NC(=O)c2cc(-c3ccccn3)nc3ccc(Br)cc23)s1,0,-4,2,-14,-5,6,4,4,-4
COC(=O)c1ccc(CN(Cc2ccc(C(=O)OC)o2)C(C)(C)C)o1,9,0,7,11,-1,-1,1,9,-1
CC(C)(C)c1ccc(/C=C/C(=O)N2CCOCC2)cc1,-11,-1,5,0,8,7,-2,7,-3
COC(=O)c1ccc(C23CC4(C2)[C@H](CN(C)[C@@H]4c2ccccc2)C3c2ccc(C(F)(F)F)cc2)cc1 (stereo not given in full),2,-2,0,5,-6,-6,0,6,2
CCCCN(CC)CCNC(=O)c1cc2c(=O)n(C)c3ccccc3c2s1,3,-1,1,9,-1,0,7,1,-1
COc1cccc(NC(=O)c2ccc(N3C(=O)C4CCC(C)CC4C3=O)cc2)c1 (stereo not given),3,3,4,1,-4,1,13,8,2
COc1cccc(CC2(CO)CCCN(Cc3cc(F)ccc3-n3cccn3)C2)c1 (stereo not given),5,3,-2,10,-3,2,9,-1,-1
COc1cc(NC(=O)CN(C)S(=O)(=O)c2ccc(-c3ccc(=O)[nH]n3)s2)cc(OC)c1,-28,-19,0,-20,-6,-19,-3,-1,-4
N/C(=N\OC(=O)c1ccc(F)cc1)c1nonc1N,4,0,9,3,0,3,-2,0,0
CCCCN(C(=O)CCC(=O)Nc1cc(C)on1)C(C(=O)NC1CCCC1)c1ccccc1OCC (stereo not given),-3,0,-10,-1,-2,-5,5,0,-2
COc1cc(OC)cc(N2CCN(S(=O)(=O)c3ccc(-n4cnnn4)cc3)CC2)c1,-7,-5,0,2,-3,-1,2,5,1
CN(C)S(=O)(=O)c1ccc(C(=O)NCC(=O)N/N=C/c2ccco2)cc1,8,4,2,4,5,0,3,4,4
Cc1ccc(N2CC(C(=O)Nc3ccc(S(=O)(=O)N4CCCC4)cc3)CC2=O)cc1C (stereo not given),1,-1,-2,2,10,4,4,5,-3
CCCCn1c2c(c(=N)c3c1CCC3)CCC2,-2,-4,1,3,1,-5,8,4,2
CCCCN(C)S(=O)(=O)c1ccc(C(=O)N=c2sc3cc(NC(C)=O)ccc3n2C)cc1,-5,-1,-1,-2,-12,0,-4,-2,2
CCN1CCN(c2ccc(S(=O)(=O)N3CCOCC3)cc2NC(=O)/C=C/c2ccc(OC)cc2OC)CC1,0,-1,8,0,-2,4,3,4,-4
CC(=O)NC(c1ccccc1)c1cc(Cl)c2cccnc2c1O (stereo not given),14,-1,24,-3,2,-2,6,2,-1
CCOc1ccc(CCNC(=O)Cn2ccc3ccccc3c2=O)cc1OCC,9,2,3,9,-6,3,-1,-4,3

# Other compounds
SMILES,LYPLA2 counter,LYPLA1 counter,pPAFAH FP inh,GSTO1 inh,PAFAH2 FP inh,PME-1 primary,PAFAH1B3 FP inh,PAFAH1B2 FP inh,PAD4 inh
Nc1c(-c2ccc(Cl)cc2)cnn1-c1cc(C(F)(F)F)cc(C(F)(F)F)c1,5,4,5,3,2,2,10,7,3
O=C(CSc1nc2ccccc2o1)N/N=C/c1ccco1,2,4,0,-2,-2,1,10,6,-4
CCS(=O)(=O)Nc1cc(C(=O)O)ccc1C,7,-1,2,1,4,-1,4,2,2
Cc1cc(C)c(C(=O)N(C)CC2CCCN(CCc3ccccc3F)C2)o1 (stereo not given),1,-2,2,0,11,7,13,1,-1
COC(=O)N/N=C/c1cc(N=Nc2ccccc2)ccc1O,0,-1,11,5,8,3,8,6,3
Cc1ccc(F)cc1NC(=O)Cc1nn(C)c(=O)c2ccccc12,7,2,-1,4,5,-1,-8,7,-6
Cc1ccc(C)c(C(=O)CCC(=O)NCc2ccc(Cl)cc2)c1,-6,-5,5,-5,-5,-3,-3,3,-1
CCC(C)(C)c1ccc(Oc2ccc(NC(=O)COC(=O)C3=COCCO3)cc2)cc1,-40,-23,9,-2,55*,-39,-4,-4,0
CCOc1cc(/C=N/NC(=O)CSc2cccc3cccnc23)ccc1O,1,-1,3,-6,3,1,7,-3,-1
CNC(=O)/C(=C\c1ccc2c(c1)OCO2)NC(=O)c1ccc(Br)cc1,-2,-3,-1,-1,-2,1,0,-2,4
O=C(/C(=N/N=C/c1ccc(O)c(O)c1)c1ccccc1)c1ccccc1,-20,-18,30*,2,-9,30*,2,19,-2
COc1ccc(C2C(C(=O)NCc3ccccn3)CCC(=O)N2c2cc(OC)c(OC)c(OC)c2)cc1 (stereo not given),6,1,5,0,2,0,3,5,-6
Cc1ccc(-n2c(C)cc(C(=O)COC(=O)C3=NNC(=O)CC3)c2C)cc1,25,2,7,-1,5,2,-1,4,2
COC(CN(C)S(=O)(=O)c1cc2c3c(c1)CCC(=O)N3CCC2)OC,-6,-5,6,3,5,0,5,-3,-2

# An excerpt, so the mix of outcomes need not match the whole.
